# Compound activity as filed in PubChem.
# Exocytosis inh – lytic granule exocytosis inhibition; TALL-104 LAMP-1 surface exposure, flow cytometry; cells stimulated with thapsigargin and PMA; inhibition, % at 10 µM; 360,000 tested, 0.66% active; AID 651702;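 active = inhibition above about 55%, limit read from the data; inconclusive = no clear call, values can overlap the other calls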
# aDG glyco up – increases alpha dystroglycan glycosylation. activation, % at 10 µM. 360,000 tested, 0.22% active. Pro5-aDG cells, alpha-DG glycosylation AlphaScreen (IIH6); 0% Pro5, 100% B10-LARGE cell signal;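 active = activation of at least 8% versus controls, or a plate z-score of at least 8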;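 note: Pro5 are CHO cells carrying HIG-tagged alpha-DG that lacks glycosylation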
# CaV13 ICDI inh – Primary screen for inhibitors of IQ motif and Ca2+-dependent inactivation inhibitor domain binding in CACNA1D, Förster resonance energy transfer in living cells, …; HEK cells, CFP/YFP FRET ICDI-IQ, plate reader, 10 min; percent FRET-ratio fall versus neutral wells; inhibition, % at 12.3 µM; 340,000 tested, 0.098% active; AID 743397;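 active = mean replicate inhibition of at least 30% and at least 1% of replicates passing that level; inconclusive = only one of the two criteria is met; inactive = neither criterion is met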;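 note: 0% = median of the neutral control wells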
# NR2E3 ag-1 – human photoreceptor-specific nuclear receptor agonism | Q9Y5X4 | inhibition of corepressor binding, % at 3.98 µM | CHO-S Gal4-NCOR/VP16-NR2E3 two-hybrid, luciferase | 360,000 tested, 0.35% active | AID 602229;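 active = inhibition above the mean of all tested compounds plus 3 SD, cut at about 70% in these data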;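 note: 0% = DMSO with NR2E3 transfected cells and 100% = cells lacking NR2E3 construct; higher means lower luciferase signal from less NR2E3 corepressor binding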
# Target sequence (Q9Y5X4 whole entry, looked up, the tested form may be a part): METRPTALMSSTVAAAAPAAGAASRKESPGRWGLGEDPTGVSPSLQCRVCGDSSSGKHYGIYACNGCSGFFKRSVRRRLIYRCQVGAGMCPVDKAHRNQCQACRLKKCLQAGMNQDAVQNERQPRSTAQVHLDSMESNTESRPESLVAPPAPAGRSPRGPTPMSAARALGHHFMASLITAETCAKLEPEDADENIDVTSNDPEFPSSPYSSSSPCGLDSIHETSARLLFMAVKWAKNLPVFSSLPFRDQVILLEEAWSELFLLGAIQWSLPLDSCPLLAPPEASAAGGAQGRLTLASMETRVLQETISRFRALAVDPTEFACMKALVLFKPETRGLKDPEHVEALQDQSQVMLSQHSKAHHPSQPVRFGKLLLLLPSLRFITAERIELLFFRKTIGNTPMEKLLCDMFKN
# NR2E3 ag-2 – NR2E3 (human) agonism. GST-NR2E3/biotin-RetCOR TR-FRET, 1536-well. Q9Y5X4. 320,000 tested, 0.12% active. inhibition of corepressor binding, % at 4.78 µM. AID 2300;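 active = percent inhibition above the cutoff of mean plus 3 SD of all tested compounds, set per screening campaign, cut at about 20% in these data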;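 note: 0% = DMSO wells and 100% = biotin wells as full block of FRET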
#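 Assay system: NR2E3–RetCOR corepressor complex. Quantity: 1.35 nM GST-NR2E3. Buffer or medium: pH 7.5 Tris-based buffer. Reagent: biotinylated RetCOR corepressor at 7 nM final. Schedule: 5 h at 4 °C. Detection: TR-FRET, emission read at 617 and 671 nm. Replicates: one well per compound, singlicate testing.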
# TRPM1 prom inh – MITF TRPM1 promoter inhibition in SK-MEL-5 cells. inhibition, % at 12.5 µM. SK-MEL-5 TRPM1 promoter luciferase, 24 h. 330,000 tested, 0.83% active. AID 488899;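 active = mean inhibition across replicates of 60% or more, whatever share of single replicates reaches that level; inconclusive = some that reach 60%, reason not given; inactive = mean inhibition across replicates below 60%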; note: values of inactives mirror those of a sister screen read the other way
# HIF-2a inh – inhibitors of HIF-2a | 786-0 RCC cells HIF-2a reporter, luciferase luminescence, overnight | inhibition, % at 18.8 µM | 360,000 tested, 0.72% active | AID 624352;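 active = inhibition of the luminescence signal of 40% or more relative to plate controls, in a single-dose primary screen at 18.75 µM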
# PDI turbidity – PDI (human) enzyme inhibition; P07237; PDI insulin aggregation turbidity, A650, 90 min; inhibition, % at 10 µM; 350,000 tested, 0.052% active;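 active = mean inhibition across replicates of 30% or more, whatever share of single replicates reach that level; inconclusive = mean inhibition below 30% while every single replicate reaches 30%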;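 note: absorbance from insulin aggregation driven by PDI reduction with DTT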
# Target sequence (P07237 whole entry, looked up): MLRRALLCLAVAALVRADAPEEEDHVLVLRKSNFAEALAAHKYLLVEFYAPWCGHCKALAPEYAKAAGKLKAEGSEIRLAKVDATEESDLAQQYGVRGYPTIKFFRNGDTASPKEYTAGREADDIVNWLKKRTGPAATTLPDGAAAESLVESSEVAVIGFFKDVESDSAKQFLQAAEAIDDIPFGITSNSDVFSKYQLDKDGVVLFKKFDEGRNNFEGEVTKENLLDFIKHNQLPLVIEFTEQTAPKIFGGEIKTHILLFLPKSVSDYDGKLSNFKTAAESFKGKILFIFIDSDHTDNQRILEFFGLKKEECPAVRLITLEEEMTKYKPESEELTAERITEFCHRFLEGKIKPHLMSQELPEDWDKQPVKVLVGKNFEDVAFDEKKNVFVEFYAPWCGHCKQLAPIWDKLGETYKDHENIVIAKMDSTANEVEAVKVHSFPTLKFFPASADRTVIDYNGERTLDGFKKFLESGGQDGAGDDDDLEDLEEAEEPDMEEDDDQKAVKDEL
# Peg3 promoter – Peg3 promoter activity inhibition | HeLa PEG-Prom luciferase reporter, luminescence, overnight | inhibition, % at 20 µM | 360,000 tested, 1.7% active | AID 588405;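 active = inhibition of at least 50% at 20 µM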
# hiPSC survival – increases survival of single human iPS cells. hiPSC single-cell survival, ATPlite luminescence; 100% = ROCK inhibitor wells, 0% = DMSO. survival enhancement, % at 20 µM. 360,000 tested, 0.044% active; in the data active = survival enhancement above about 18%;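 note: cells exposed to compounds for 16 hours before the ATP read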
# Vif inh – HIV Vif inhibition | 340,000 tested, 0.35% active | inhibition, % at 7.49 µM | HEK293T cells, Vif self-association by quenched fluorescence, imaging, 24 h; in the data active = inhibition above about 50%, passing the limit was not always enough; inconclusive = no clear call, values can overlap the other calls; inactive = below about 31%; note: some results filed as inactive read as strong as hits
# * hit, by the source's call; ? = inconclusive; nt = no result given. Outcome played no part in choosing rows. About 3.5% of those tested had a hit in this group.
# Fields: Exocytosis inh, aDG glyco up, CaV13 ICDI inh, NR2E3 ag-1, NR2E3 ag-2, TRPM1 prom inh, HIF-2a inh, PDI turbidity, Peg3 promoter, hiPSC survival, Vif inh
> O=C(CSc1nnc(-c2ccccc2F)n1C1CC1)NCc1ccco1
→ 12.4, 0.0, -6.3, -7.8, 0.1, 3.7, 3.5, -0.7, -1.8, 0.6, -2.4
> CC(=O)N(Cc1c(C#N)c2ccccc2n1C)c1ccccc1
→ -0.7, 0.2, nt, -7.7, -2.0, 10.2, 13.4, 7.7, 16.4, -1.7, 17.7
> CCSC1=N/C(=C\c2cccnc2)C(=O)N1c1ccccc1
→ 4.7, 0.1, -1.6, -9.6, 2.0, 4.4, 11.8, -1.4, 3.0, 2.4, -1.3
> COc1cnn(-c2cc(Oc3ccc(C)cc3)ncn2)c(=O)c1Cl
→ -1.0, -0.1, -6.5, -12.9, 0.6, -7.5, -2.8, -1.7, -1.7, 3.0, 4.6
> CC1(c2ccc(C#N)cc2)NC(=O)N(CC(=O)Nc2cc(S(=O)(=O)N3CCOCC3)ccc2Cl)C1=O (configuration not stated)
→ -3.1, -0.2, -6.6, -7.7, -1.1, 3.2, 16.3, 5.7, 7.0, 1.6, 12.3
> CN(Cc1ccc(F)cc1)C(=O)c1cc(COc2ccc(F)cc2F)on1
→ -1.0, 0.0, -4.6, -14.6, 2.0, 6.9, -8.6, 3.8, 7.8, -0.3, -6.0
> O=C(CN(C(=O)CCC(=O)Nc1nccs1)c1cccc(F)c1)NCc1ccc2c(c1)OCO2
→ ?, 0.1, -2.9, -24.7, 0.7, 9.0, 10.5, 7.7, 7.5, -0.4, 3.8
> CC1=CC(C)(C)N(C(=O)CSc2ncn[nH]2)c2ccccc21
→ 3.5, 0.1, -4.6, -7.6, -2.5, -3.4, 0.5, 2.2, -2.8, 4.2, -7.5
> COc1ccc(Br)cc1CN(C)CC(=O)Nc1cccc(S(=O)(=O)N2CCCC2)c1
→ -0.6, 0.6, -1.8, -3.9, nt, 12.2, 1.3, 8.2, 28.9, 1.8, -9.4
> COCCCN=C1NN=C(c2cc(C)n(Cc3ccco3)c2C)CS1
→ 27.0, -0.3, -3.8, -96.0, 2.1, 37.8, -68.0, -4.5, -72.6, -3.1, 3.4
> COC(=O)[C@@H](NC(=O)c1ccccc1)[C@@H](C)O
→ 1.8, -0.1, -5.2, 9.2, 2.1, 6.1, 13.3, -2.3, 1.3, 0.7, -4.5
> O=C(CSc1nccc(=O)[nH]1)NC1CCCc2ccccc21 (configuration not stated)
→ -5.5, -0.1, -16.3, 14.1, 1.2, 2.3, 9.0, 3.9, 17.4, -0.7, 3.0
> Cc1ccc(NC(=O)NNS(=O)(=O)c2ccc(Br)cc2)cc1
→ 0.1, 0.0, nt, 13.6, -1.0, 2.3, 6.1, 9.1, 7.9, 1.1, 7.2
> CCSC1=NCCN1C(=O)c1ccc(S(=O)(=O)N(C)C)cc1
→ 3.3, -0.3, -2.7, -12.2, -1.6, 13.2, 18.2, -6.6, 4.4, 1.7, -0.1
> CC(=O)c1ccc(NC(=O)CN2CCN(c3ccccc3)CC2)cc1
→ -2.6, -0.1, 4.7, 9.5, 2.0, -2.1, 3.2, -2.8, 7.6, -0.4, 4.5
> CC(C)CCNC(=O)C(c1ccncc1)N(C(=O)Cn1nnc(-c2ccc(F)cc2)n1)c1ccccc1F (configuration not stated)
→ 4.7, 0.0, -5.6, -2.5, 0.2, 0.8, 11.7, 16.0, 19.8, -0.4, nt
> Cc1ccc(Sc2ncccc2C(=O)NC2CCCCCC2)cc1C
→ -6.4, 0.0, -1.3, -17.0, -3.9, 16.1, 5.5, -0.2, 5.4, -0.7, 1.0
> O=C(Nc1ccc2[nH]c(=O)[nH]c2c1)c1cccc([N+](=O)[O-])c1
→ 4.5, 0.1, -4.5, -10.3, 0.7, 13.3, 11.6, -5.8, -4.7, 0.3, -1.9
> Cc1ccc2nsnc2c1S(=O)(=O)N1CCOCC1
→ 0.4, 0.1, nt, -1.3, 1.1, -2.6, 5.6, -1.6, 6.3, 6.4, 11.1
> CC(C)OC(=O)NS(=O)(=O)c1cccc([N+](=O)[O-])c1
→ -1.5, -0.5, 5.7, 0.8, 3.0, -3.7, 7.1, 2.6, 11.8, 0.7, -2.6
> COc1ccc(C2CC(=O)CC(=O)C2n2cncn2)cc1 (configuration not stated)
→ -0.5, 0.0, -4.3, -18.4, 3.0, -7.8, 2.1, 5.3, -7.3, -2.3, 11.4
> CCCOc1ccc(/C(O)=C2/C(=O)C(=O)N(CCN(C)C)C2c2ccco2)cc1 (configuration not stated)
→ 3.6, -0.2, nt, -17.3, 2.4, -14.0, -31.8, -3.2, -24.4, 0.2, -26.4
> O=S(=O)(c1ccc(Br)cc1)c1nc(-c2ccco2)oc1NCC1CCCO1 (configuration not stated)
→ -0.3, -0.4, -5.4, -3.4, 0.9, 5.7, 13.6, 0.0, 18.4, 0.3, -4.0
> COc1ccc(OC)c(S(=O)(=O)N2c3ccccc3CC2C)c1 (configuration not stated)
→ -1.8, 0.2, -7.1, 10.4, 1.2, -2.8, 10.9, -2.7, 55.7*, 2.4, 3.3
> COc1ccc(-c2ccc(Nc3ccc(C(=O)N4CCOCC4)cc3)nn2)cc1OC
→ -3.4, -0.2, -5.9, -14.3, 0.1, -0.6, -7.2, 6.4, -4.0, 0.5, -8.3
> O=C1C2C3C=CC(C4CC34)C2C(=O)N1/N=C/c1c[nH]c2ccccc12 (configuration not stated)
→ 2.9, -0.1, -3.5, -37.6, 2.7, -0.3, -232.9, 2.3, -178.5, -3.0, 90.5*
> CCOC(=O)C1(C)CCCCCN1C(=O)c1ccc(Cl)nc1 (configuration not stated)
→ 7.0, -0.1, -10.6, -16.9, nt, nt, -1.2, -8.2, -1.0, -1.7, 13.0
> CCn1cc(C(=O)NCCc2ccc(Cl)cc2)c(=O)c2cc(S(=O)(=O)N(C)C)ccc21
→ 14.4, -0.1, -4.7, 3.7, nt, -8.4, -2.1, -5.7, -1.6, -0.3, -12.0
> COc1ccc(/C=C/C(=O)NCCN=C2NS(=O)(=O)c3ccccc32)cc1
→ -1.7, 0.4, -5.7, -28.9, 3.0, -8.2, -4.8, 4.4, 9.7, -1.9, 21.5
> O=C(C1=C[C@@H](C2CCCCC2)C[C@@H](OCCCCO)O1)N1CCN(Cc2ccc3c(c2)OCO3)CC1
→ -11.3, 0.1, nt, -17.3, 5.6, 1.3, 6.3, 0.5, 7.9, 2.2, -3.3
> Cc1ccc(-n2c(C)cc(C)c(C#N)c2=O)cc1
→ -0.4, -0.2, -4.6, -0.1, 0.8, -12.7, -6.2, 2.4, 10.1, -1.9, 3.7
> CCC(C(=O)OCC(=O)NC(=O)NC(C)(C)C)c1ccccc1 (configuration not stated)
→ -6.7, 0.7, 6.3, 3.6, 3.1, 7.1, 7.7, 3.4, -0.5, 1.2, 6.8
> COc1ccc2oc(C(=O)NCCc3ccccc3)c(C)c2c1
→ -2.4, -0.1, -16.3, -80.2, 0.1, 16.8, 8.2, -6.3, -18.8, -0.1, -0.3
> O=C(CS(=O)(=O)c1c[nH]c2ccccc12)N1CCCCC1
→ -1.3, -0.2, -4.2, -14.8, 2.6, 3.7, -1.5, -5.9, -8.4, -1.6, -0.4
> NC(COCc1ccccc1)c1csc(Nc2ccc(C(=O)NCCO)cc2)n1 (configuration not stated)
→ -6.1, -0.3, -6.5, 8.6, nt, nt, 8.7, -2.5, 13.2, -2.5, nt
> CCC(=O)NC(=S)Nc1ccccc1C(F)(F)F
→ -2.0, 0.0, -2.3, -9.0, -0.4, -3.6, -3.3, 8.4, -7.3, -1.1, 4.5
> CC1CN(S(=O)(=O)c2ccc(C(=O)Nc3nccs3)cc2)CC(C)O1 (configuration not stated)
→ -3.4, -0.2, -5.8, 2.5, 5.0, -3.2, 14.4, -14.8, 7.2, 0.5, 0.0
> CC(C)N(C(=O)CN1C(=O)NC(c2ccccc2)(c2ccccc2)C1=O)C(C)C
→ -3.8, -0.1, -2.3, 2.7, 0.1, 4.9, 22.5, 3.3, -0.6, 0.2, 1.0
> CCOC(=O)c1c(C)nc(C)c(C(=O)OCC)c1-c1ccc(O)c(OC)c1
→ 0.4, -0.1, -4.6, 17.5, -1.0, -4.0, 25.7, 9.3, -5.3, -0.2, 14.6
> CC(NC(=O)C1CC1)C(c1cccs1)N1CCOCC1 (configuration not stated)
→ -1.6, 0.1, -5.5, -2.6, 6.7, -0.2, 12.1, 12.4, 7.6, -0.1, -6.9
> CCCC1=C([O-])C2N=CC=CC2=[N+](c2ccccn2)C1=O (configuration not stated)
→ -1.4, -0.2, -2.8, -14.4, -3.5, 12.9, 3.4, -5.1, -4.5, -0.7, -6.5
> Cc1ccsc1C(=O)OCC(=O)Nc1cccc(S(=O)(=O)N2CCOCC2)c1
→ -0.2, 0.5, -15.5, -1.9, 2.2, -14.4, -15.3, -3.9, -3.8, 1.2, -3.0
> CN(Cc1cccnc1)C(=O)CNC(=O)COc1ccccc1
→ -4.4, 0.0, -7.2, -17.1, 2.2, 0.9, 5.4, 0.2, 15.1, -0.6, 0.3
> Nc1nnc(-c2cccc(F)c2)s1
→ -1.6, 0.0, -5.9, -8.1, 5.4, 5.0, -12.6, 0.3, -18.7, -0.6, 4.9
> CCOC(=O)c1ccccc1NC(=S)N1CCC(C)CC1
→ -5.1, 0.1, -7.4, -1.6, 2.0, -2.1, 10.5, -8.5, 8.7, 0.0, -4.7
> CCn1c(C(=O)N2CCC(C(=O)NCc3cccs3)CC2)cc2sccc21
→ -10.7, 0.0, -6.5, 10.2, 1.7, nt, 11.1, nt, -9.0, 0.5, nt
> CC1CCN(C(=O)CN(Cc2ccc(Cl)cc2)S(C)(=O)=O)CC1
→ -9.5, 0.1, -3.4, 13.6, -3.6, -2.9, 3.2, -1.6, 12.0, -0.3, -0.9
> Cc1cc(C)c(S(=O)(=O)c2ccccc2)c(N2CCOCC2)n1
→ 4.4, 0.0, -7.0, 16.5, 2.7, 4.6, 13.8, 4.0, 21.1, 1.5, -0.6
> CCOC(=O)c1c(-c2ccc(Cl)cc2)c(C#N)c(=O)n(N)c1N
→ -3.0, -0.1, -0.5, -22.7, -2.1, -4.7, 17.8, 0.9, 25.4, -0.2, -13.5
> COc1cccc(-c2cc(C(F)(F)F)n3ncc(C(=O)N4CCc5ccccc5C4)c3n2)c1
→ 4.5, 0.2, 0.0, -5.5, -3.3, -24.8, 29.9, 12.8, 12.1, 0.0, -0.2
> COc1ccc(Sc2ccc(NC(=O)c3cccc(Cl)c3)cc2C#N)cc1
→ -4.6, 0.2, -6.9, -43.9, nt, nt, -20.2, -1.4, 14.8, 2.7, nt
> O=C(CSc1nccc(=O)[nH]1)NN(c1ccccc1)c1ccccc1
→ -1.6, 0.7, 7.2, 7.4, -0.9, -3.2, 2.2, 4.0, -8.0, 0.4, 1.6
